# CIT2 TOR yeast = modulators of CIT2-GFP expression in yeast, primary screen, S. cerevisiae, GFP fusion, multiplex flow cytometry, MLPCN library. S. cerevisiae CIT2-GFP strain, 3 h; 100 means same as DMSO wells. GFP response vs DMSO, % at 10 µM. 320,000 compounds, 0.065% hits. AID 2029, 2009;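 active means GFP response relative to DMSO above a set limit, near the screen mean plus 3 SD, cut at about 150% in these data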;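 further: ratio of well median GFP fluorescence to mean of DMSO wells on the plate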
# AGP1 TOR yeast = modulators of AGP1-GFP expression in yeast TOR pathway, primary screen, cell-based, multiplex flow cytometry, S. cerevisiae, MLPCN library. 3 h; GFP as percent of DMSO wells. 320,000 compounds, 0.02% hits. AID 2066, 2009. GFP response vs DMSO, % at 10 µM;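 active means GFP response relative to DMSO above a set limit, near screen average plus 3 SD, cut at about 150% in these data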;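 further: median GFP channel fluorescence of the gated AGP1 strain per well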
# Efflux pump inh = inhibitors of Candida efflux pumps in yeast, primary screen, S. cerevisiae, Nile Red, multiplex. AID 485275, 2010. S. cerevisiae Candida pump triplex. inhibition, % at 10 µM. 330,000 compounds, 0.44% hits;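 active means plate passing quality check with inhibition over a set limit, or well fluorescence over plate mean plus 4 SD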;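 further: Nile Red retained in pooled yeast measured as flow cytometry median fluorescence; 0% = buffer negative control and 100% = Enniatin B positive control; higher means more Nile Red kept so more efflux inhibition; some compounds called inactive have numbers as strong as hits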
# LAP4-GFP MLPCN = modulators of LAP4-GFP expression in yeast, primary screen, S. cerevisiae, multiplex flow cytometry, MLPCN library | GFP response vs DMSO, % at 10 µM | AID 2023, 2009 | 3 h; median GFP as percent of DMSO wells | 320,000 compounds, 0.34% hits;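 active means GFP response vs DMSO above a set limit, about the screen mean plus 3 SD, cut at about 150% in these data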
# RPL19A TOR yeast = RPL19A-GFP expression modulators in yeast, primary screen, cell-based, S. cerevisiae, multiplex flow cytometry, MLPCN. S. cerevisiae RPL19A-GFP strain, 3 h; stronger effect = lower value. 330,000 compounds, 0.3% hits. percent response vs DMSO, % at 10 µM;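 active means percent response vs DMSO below 50%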;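 further: median channel GFP fluorescence of the barcoded RPL19A-GFP strain; ratio of sample median GFP to plate DMSO average so 100% = DMSO; lower means less RPL19A-GFP as with rapamycin TOR inhibition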
# MEP2-GFP yeast = modulators of MEP2-GFP levels in yeast, primary screen, S. cerevisiae, multiplex flow cytometry, MLPCN library; S. cerevisiae MEP2-GFP strain, 3 h; 100% = DMSO control level; GFP response vs DMSO, % at 10 µM; 330,000 compounds, 0.51% hits; AID 2016, 2009;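 active means GFP response versus DMSO above a set limit, roughly screen mean plus 3 SD, cut at about 180% in these data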;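 further: median GFP fluorescence of the barcode-gated MEP2-GFP cells per well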
# AHR act = AHR activators, primary screen, cell-based, luminescence, luciferase reporter, human; AHR-responsive luciferase reporter cells; 320,000 compounds, 2.5% hits; activation, % at 5 µM; Aryl hydrocarbon receptor (Homo sapiens), P35869; in the data active means activation above about 47%;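 further: 0% = vehicle wells and 100% = reference agonist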
# Target sequence (P35869 whole entry, looked up): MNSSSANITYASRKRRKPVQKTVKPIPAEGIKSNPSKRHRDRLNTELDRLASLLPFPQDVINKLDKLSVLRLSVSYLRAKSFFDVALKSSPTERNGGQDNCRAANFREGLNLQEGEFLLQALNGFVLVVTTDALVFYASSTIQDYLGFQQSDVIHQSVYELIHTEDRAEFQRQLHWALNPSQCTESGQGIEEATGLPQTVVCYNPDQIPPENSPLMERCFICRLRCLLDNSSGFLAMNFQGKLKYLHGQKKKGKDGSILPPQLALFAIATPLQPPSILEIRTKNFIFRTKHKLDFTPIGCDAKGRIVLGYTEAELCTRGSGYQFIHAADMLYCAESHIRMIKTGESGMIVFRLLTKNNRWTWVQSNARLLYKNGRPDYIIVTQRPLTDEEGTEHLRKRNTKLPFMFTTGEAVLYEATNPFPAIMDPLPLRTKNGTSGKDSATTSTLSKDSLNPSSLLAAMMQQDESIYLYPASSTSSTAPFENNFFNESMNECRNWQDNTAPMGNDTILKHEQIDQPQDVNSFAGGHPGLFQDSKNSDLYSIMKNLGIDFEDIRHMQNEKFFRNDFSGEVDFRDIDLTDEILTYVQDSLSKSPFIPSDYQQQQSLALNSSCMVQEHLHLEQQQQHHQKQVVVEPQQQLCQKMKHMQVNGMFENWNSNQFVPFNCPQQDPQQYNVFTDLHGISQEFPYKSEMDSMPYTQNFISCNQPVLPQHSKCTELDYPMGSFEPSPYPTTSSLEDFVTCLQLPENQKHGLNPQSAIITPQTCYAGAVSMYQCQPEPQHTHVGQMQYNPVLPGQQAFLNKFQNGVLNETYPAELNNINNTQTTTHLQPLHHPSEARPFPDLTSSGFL
# CR mimetic SO = reduction of superoxide in aged yeast, primary screen, HTS; superoxide response (% of plate mean), % at 10 µM; 330,000 compounds, 0.18% hits; S. cerevisiae aged cells, superoxide DHE fluorescence; stronger effect = lower value; AID 2690, 2010;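 active means superoxide response under a set limit, about three screen SD below normal, cut at about 65% in these data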;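 further: yeast aged for seven days with compound at 30 °C before DHE staining; 100% = average MFI of all compound-treated wells on the plate with controls excluded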
# Starred values were filed as active, the others as inactive. An unsorted share of the library, and some 3.9% of all compounds hit somewhere here.
1: CC1CN(C(=O)C2(C)CC2(Br)Br)CC(C)O1 (configuration not stated)
2: CS(=O)(=O)c1ccc(C(=O)Nc2cccc(-c3nc4ccccc4[nH]3)c2)cc1
3: CC(C)C[C@H](NC(=O)NCc1ccc(F)cc1)C(=O)O
4: Nc1cnc(CNc2ccccc2Cl)cn1
5: O=C(COc1ccc([N+](=O)[O-])cc1)Nc1ccc(N2CCCC2)cc1
6: CCOc1cccc(C(=O)Nc2ccccc2C(=O)N2CCN(C)CC2)c1
Compound,1,2,3,4,5,6
MEP2-GFP yeast,88.8,99.2,105.9,93.7,97.2,93.6
Efflux pump inh,-0.1,0.1,0.0,0.0,-0.4,0.1
AHR act,2.4,13.8,1.3,4.7,4.0,3.0
CR mimetic SO,88.0,85.7,115.6,96.9,106.4,79.8
RPL19A TOR yeast,106.4,101.0,98.4,103.1,99.5,92.4
CIT2 TOR yeast,90.6,109.6,103.9,76.2,96.1,84.5
LAP4-GFP MLPCN,83.0,109.6,102.4,102.6,86.7,78.8
AGP1 TOR yeast,104.3,113.3,108.1,81.8,95.2,79.9

7: CCCCn1c(N)c(N(CC)C(=O)c2ccc([N+](=O)[O-])c(C)c2)c(=O)[nH]c1=O
8: Cc1cc(-c2nnc3n2N=C(c2ccccc2Br)CS3)n[nH]1
9: Cc1ccc(NC(=O)CN(C)C(=O)Nc2ccc(C)cc2)cc1
10: C[C@H](O)CC1=C[C@H](O)[C@@H](C)OC1=O
11: COc1cccc(CNC(=O)Cn2cc3c(n2)CCCC3)c1
12: CC(=O)Nc1ccc2nc(-c3ccncc3)[nH]c2c1
Compound,7,8,9,10,11,12
MEP2-GFP yeast,101.4,98.2,101.8,107.3,107.4,100.1
Efflux pump inh,0.3,-0.2,0.0,0.0,-0.2,-0.1
AHR act,3.5,7.3,1.1,1.4,6.7,12.6
CR mimetic SO,103.9,95.9,99.8,109.5,93.2,96.2
RPL19A TOR yeast,106.3,94.9,100.2,101.4,100.9,109.6
CIT2 TOR yeast,108.4,98.3,101.4,104.3,108.9,98.6
LAP4-GFP MLPCN,101.0,101.3,101.8,103.4,96.7,97.9
AGP1 TOR yeast,107.1,95.9,105.8,106.8,103.3,103.5

# Another view of part of the listing above:
entry | canonical_smiles | MEP2-GFP yeast | Efflux pump inh | AHR act | CR mimetic SO | RPL19A TOR yeast | CIT2 TOR yeast | LAP4-GFP MLPCN | AGP1 TOR yeast
3 | CC(C)C[C@H](NC(=O)NCc1ccc(F)cc1)C(=O)O | 105.9 | 0.0 | 1.3 | 115.6 | 98.4 | 103.9 | 102.4 | 108.1
4 | Nc1cnc(CNc2ccccc2Cl)cn1 | 93.7 | 0.0 | 4.7 | 96.9 | 103.1 | 76.2 | 102.6 | 81.8
5 | O=C(COc1ccc([N+](=O)[O-])cc1)Nc1ccc(N2CCCC2)cc1 | 97.2 | -0.4 | 4.0 | 106.4 | 99.5 | 96.1 | 86.7 | 95.2
6 | CCOc1cccc(C(=O)Nc2ccccc2C(=O)N2CCN(C)CC2)c1 | 93.6 | 0.1 | 3.0 | 79.8 | 92.4 | 84.5 | 78.8 | 79.9
7 | CCCCn1c(N)c(N(CC)C(=O)c2ccc([N+](=O)[O-])c(C)c2)c(=O)[nH]c1=O | 101.4 | 0.3 | 3.5 | 103.9 | 106.3 | 108.4 | 101.0 | 107.1
8 | Cc1cc(-c2nnc3n2N=C(c2ccccc2Br)CS3)n[nH]1 | 98.2 | -0.2 | 7.3 | 95.9 | 94.9 | 98.3 | 101.3 | 95.9
9 | Cc1ccc(NC(=O)CN(C)C(=O)Nc2ccc(C)cc2)cc1 | 101.8 | 0.0 | 1.1 | 99.8 | 100.2 | 101.4 | 101.8 | 105.8
10 | C[C@H](O)CC1=C[C@H](O)[C@@H](C)OC1=O | 107.3 | 0.0 | 1.4 | 109.5 | 101.4 | 104.3 | 103.4 | 106.8
11 | COc1cccc(CNC(=O)Cn2cc3c(n2)CCCC3)c1 | 107.4 | -0.2 | 6.7 | 93.2 | 100.9 | 108.9 | 96.7 | 103.3
12 | CC(=O)Nc1ccc2nc(-c3ccncc3)[nH]c2c1 | 100.1 | -0.1 | 12.6 | 96.2 | 109.6 | 98.6 | 97.9 | 103.5

# Next part.
13: Cc1ccc(CNC(=O)C2CCN(C(=O)Nc3ccccc3)CC2)cc1
14: On1c(-c2ccccc2Cl)nc2ccccc21
15: COc1cccc(NC(=S)N2CCCC2)c1
16: CCCCC(=O)N1C/C=C\C(c2ccc(OC)cc2)N(Cc2ccc(F)cc2)C(=O)C1 (configuration not stated)
17: CNC(=S)NNc1ccccc1[N+](=O)[O-]
18: CCC1OC(=O)C(C)C(OC2C[C@@](C)(OC)C(O)C(C)O2)C(C)C(O[C@@H]2OC(C)CC(N(C)C)C2O)[C@](C)(O)CC(C)C(=NOCOCCOC)C(C)C(O)[C@]1(C)O (some centres not stated)
Compound,13,14,15,16,17,18
MEP2-GFP yeast,87.8,85.7,110.9,100.5,96.3,102.2
Efflux pump inh,-0.1,0.0,0.0,-0.1,0.1,0.1
AHR act,1.4,-1.0,16.2,2.9,7.7,-3.7
CR mimetic SO,104.6,99.4,115.2,82.3,106.8,92.6
RPL19A TOR yeast,98.8,90.2,106.9,97.4,97.8,103.3
CIT2 TOR yeast,103.3,95.7,101.2,100.0,98.5,89.7
LAP4-GFP MLPCN,97.6,90.5,100.0,86.5,97.6,95.9
AGP1 TOR yeast,102.5,95.4,104.1,97.2,103.7,96.0

19: Cc1ccccc1Nc1nc(NCc2ccco2)c2ccccc2n1
20: Cc1cc(N2C(=O)C3C4C=CC(C4)C3C2=O)ccc1NC(=O)c1cccs1 (configuration not stated)
21: O=C(/C=C/c1ccc(Cl)c([N+](=O)[O-])c1)Nc1cccc(NC(=O)c2ccco2)c1
22: O=C(Nc1cc(S(=O)(=O)N2CCOCC2)ccc1N1CCCC1)C1COc2ccccc2O1 (configuration not stated)
23: O=C1NCCN1C(=O)c1ccccc1F
24: CC1CCCC(NC(=O)CCC(=O)c2ccc(F)cc2)C1C (configuration not stated)
Compound,19,20,21,22,23,24
MEP2-GFP yeast,101.5,95.7,101.4,97.7,99.3,98.4
Efflux pump inh,0.0,-4.9,0.1,0.0,-0.1,0.2
AHR act,17.0,-0.4,2.0,1.8,0.9,1.0
CR mimetic SO,99.4,94.1,83.2,87.5,105.6,91.2
RPL19A TOR yeast,93.4,102.6,100.7,100.7,98.3,94.8
CIT2 TOR yeast,92.6,101.5,99.3,78.7,97.3,78.0
LAP4-GFP MLPCN,110.5,91.2,91.8,97.6,104.2,93.9
AGP1 TOR yeast,90.7,103.9,93.2,105.5,94.7,90.8

25: CCOc1cc(/C=N/Nc2nncc(-c3ccccc3)n2)ccc1O
26: CC(=O)Nc1ccc2c(c1)nc(CCN1CCOCC1)n2C
27: CCN(CC)CCNC(=O)C(=O)NCC1OCCN1S(=O)(=O)c1ccc([N+](=O)[O-])cc1 (configuration not stated)
28: O=C(Cc1cccs1)Nc1nc(-c2cccnc2)cs1
29: COC(=O)CSc1nc2ccccc2o1
30: CCCCC(CC)C(=O)Nc1ccccc1C(=O)NC(C)C (configuration not stated)
31: CCC(=O)Nc1ccc(C(=O)NNC(=O)c2cccs2)cc1
Compound,25,26,27,28,29,30,31
MEP2-GFP yeast,98.1,104.6,98.9,104.4,105.3,101.2,106.5
Efflux pump inh,0.1,-0.1,-0.2,0.2,-0.1,-0.1,0.0
AHR act,15.5,2.3,-1.2,38.4,-0.8,-0.6,-2.9
CR mimetic SO,117.2,132.3,94.5,114.6,91.4,102.3,99.8
RPL19A TOR yeast,89.3,99.7,103.8,96.9,107.8,99.3,109.1
CIT2 TOR yeast,103.5,96.5,108.1,91.0,116.0,102.4,108.6
LAP4-GFP MLPCN,78.6,95.5,97.0,106.5,107.3,98.4,103.8
AGP1 TOR yeast,91.5,101.1,108.0,100.5,106.5,101.5,105.6

# High-throughput results: PubChem BioAssay, several laboratories
